# Bioassay records as filed in PubChem.
# ABCB6 inh MLPCN – human ABCB6 transporter inhibition; Q9NP58; K562-ABCB6 porphyrin accumulation, flow cytometry, 1 h; active compounds read low; fluorescence ratio to DMSO, % at 10 µM; actives 0.19% (n = 360,000); AID 602162;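 active = fluorescence ratio to DMSO below 75%, the collection mean minus 3 SD; inconclusive = too few cells collected in the well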;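 also: signal is porphyrin accumulated inside mitochondria; 100% equals median channel fluorescence of DMSO control wells; lower ratio means ABCB6 inhibition with less porphyrin fluorescence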
# H9c2 protect – myocardial damage modulation in H9c2 cells | H9c2 cardiomyocytes, H2O2 injury protection, ATPLite, 2 h | protection from H2O2 cell death, % at 20 µM | actives 0.63% (n = 360,000) | AID 588492;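 active = compounds giving at least 50% protection of heart cells from peroxide-induced death in the single-dose screen, raw or plate-pattern-corrected value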;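 also: 0% = DMSO wells with peroxide and 100% = DMSO wells without peroxide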
# MC4R barr agon – activates human MC4R beta-arrestin recruitment. P32245. U2OS MC4R beta-arrestin complementation, luminescence; percent of melanotan II response, DMSO zero. activation, % at 8.9 µM. actives 0.98% (n = 360,000);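 active = activation above a per-plate cutoff, the mean activation of sample wells on that plate plus 3 SD, cut at about 8% in these data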
# aDG glyco up – alpha-DG glycosylation activation; Pro5-aDG cells, alpha-DG glycosylation AlphaScreen (IIH6); 0% Pro5, 100% B10-LARGE cell signal; activation, % at 10 µM; actives 0.22% (n = 360,000);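 active = activation of at least 8% versus controls, or a plate z-score of at least 8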;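 also: Pro5 are CHO cells carrying HIG-tagged alpha-DG that lacks glycosylation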
# m5-HT2A agonist – activates the mouse 5-HT2A serotonin receptor; P35363; CHO-K1 mHTR2A beta-arrestin complementation, luminescence; percent of 30 µM serotonin response; activation, % at 7.6 µM; actives 0.66% (n = 360,000); AID 624169;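 active = activation above a run cutoff, the mean activation of all tested compounds plus 3 SD, cut at about 14% in these data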;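 also: 0% = plate median of compound wells and 100% = 30 µM serotonin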
# Target sequence (P35363 whole entry, looked up): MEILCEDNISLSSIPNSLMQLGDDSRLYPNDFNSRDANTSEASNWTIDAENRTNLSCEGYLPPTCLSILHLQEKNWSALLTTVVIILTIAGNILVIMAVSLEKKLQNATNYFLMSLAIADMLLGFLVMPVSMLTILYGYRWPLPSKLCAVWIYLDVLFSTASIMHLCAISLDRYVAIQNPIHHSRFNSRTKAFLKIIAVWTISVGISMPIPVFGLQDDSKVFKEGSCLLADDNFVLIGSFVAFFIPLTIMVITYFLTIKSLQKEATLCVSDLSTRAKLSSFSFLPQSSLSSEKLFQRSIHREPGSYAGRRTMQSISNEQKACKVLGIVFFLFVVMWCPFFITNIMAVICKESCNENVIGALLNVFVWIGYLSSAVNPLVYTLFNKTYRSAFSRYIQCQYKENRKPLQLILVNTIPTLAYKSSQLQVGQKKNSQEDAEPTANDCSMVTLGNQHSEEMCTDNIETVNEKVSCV
# N-glyco inh – blocks N-linked glycosylation in D54 reporter cells; D54 ERlucT glycosylation luciferase reporter, 24 h; percent of 100 nM tunicamycin response; reporter increase, % at 12.5 µM; actives 0.23% (n = 360,000);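 active = mean luciferase reporter signal, scaled so untreated is 0 and the glycosylation-blocking control 100, at or above a set limit in every replicate; inconclusive = mean reaches the limit but not every replicate does; inactive = mean below the limit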;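 also: luciferase carries N-glycosylation sites so blocking glycosylation raises the light; 0% = median of neutral control wells and 100% = median of 100 nM tunicamycin wells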
# PDI inh – blocks human protein disulfide isomerase activity; PDI insulin aggregation turbidity, A650, 90 min; inhibition, % at 10 µM; actives 0.052% (n = 350,000); AID 588391;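 active = mean inhibition across replicates of 30% or more, whatever share of single replicates reach that level; inconclusive = mean inhibition below 30% while every single replicate reaches 30%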;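 also: absorbance from insulin aggregation driven by PDI reduction with DTT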
# Target sequence (P07237 whole entry, looked up): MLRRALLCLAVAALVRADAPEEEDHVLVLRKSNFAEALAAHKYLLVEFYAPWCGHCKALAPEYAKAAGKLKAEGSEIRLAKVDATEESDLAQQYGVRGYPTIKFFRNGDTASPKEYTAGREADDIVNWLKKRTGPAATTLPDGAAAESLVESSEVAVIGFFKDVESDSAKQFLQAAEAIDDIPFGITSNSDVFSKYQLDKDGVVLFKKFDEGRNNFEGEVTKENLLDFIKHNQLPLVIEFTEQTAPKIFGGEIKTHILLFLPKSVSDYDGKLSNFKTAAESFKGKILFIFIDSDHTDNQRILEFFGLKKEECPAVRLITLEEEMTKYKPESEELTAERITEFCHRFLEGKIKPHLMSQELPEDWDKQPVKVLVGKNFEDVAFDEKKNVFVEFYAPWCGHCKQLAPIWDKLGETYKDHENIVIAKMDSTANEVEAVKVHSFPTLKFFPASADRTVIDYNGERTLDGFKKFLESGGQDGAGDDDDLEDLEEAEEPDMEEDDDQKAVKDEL
# Vif imaging – blocks HIV Vif function | inhibition, % at 7.49 µM | HEK293T cells, Vif self-association by quenched fluorescence, imaging, 24 h | actives 0.35% (n = 340,000); in the data active = inhibition above about 50%, passing the limit was not always enough; inconclusive = no clear call, values can overlap the other calls; inactive = below about 31%; also: some results filed as inactive read as strong as hits
# CaV13 FRET inh – Disruptors of the CACNA1D IQ motif to Ca2+-dependent inactivation inhibitor domain association, primary screening, Förster resonance energy transfer in intact living … | HEK cells, CFP/YFP FRET ICDI-IQ, plate reader, 10 min; percent FRET-ratio fall versus neutral wells | inhibition, % at 12.3 µM | actives 0.098% (n = 340,000) | AID 743397;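 active = mean replicate inhibition of at least 30% and at least 1% of replicates passing that level; inconclusive = only one of the two criteria is met; inactive = neither criterion is met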;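 also: 0% = median of the neutral control wells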
# MC4R antag cAMP – human MC4R antagonism in cAMP assay; inhibition, % at 6.5 µM; AID 540295; P32245; actives 0.48% (n = 360,000); MC4R-expressing cells, MTII-stimulated cAMP, LANCE TR-FRET;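 active = inhibition above its plate's cutoff, the mean of tested wells on that plate plus 3 SD, cut at about 29% in these data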;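 also: 0% = Melanotan II alone and 100% = Melanotan II plus saturating MCL0020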
#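 Material: human MC4R-expressing U2OS cells. Probe or stimulus: Melanotan II challenge. Dosing: 6.5 µM single dose. Times: 30-min compound, 1-h challenge, 1-h detection, room temperature. Technique: TR-FRET with Eu-cAMP and labeled anti-cAMP, 671 nm. Replication: singlicate.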
# An asterisk follows results filed as active; u = inconclusive; x = no result given.
smiles	ABCB6 inh MLPCN	H9c2 protect	MC4R barr agon	aDG glyco up	m5-HT2A agonist	N-glyco inh	PDI inh	Vif imaging	CaV13 FRET inh	MC4R antag cAMP
CC1C(=O)N2CCCc3cc(NC(=O)C(=O)NCCc4ccccc4)cc1c32 (stereo unspecified)	82	9	1.6	0.3	-6	4	-8	10	-6	3
CCOC(=O)c1cnc(SCc2ccc(C)cc2)nc1N	91	-6	-2.2	-0.3	0	0	5	-8	0	4
Nn1c(Cc2ccccc2F)nnc1SCC(=O)Nc1cccc(S(=O)(=O)NC2=NCCCCC2)c1	105	-3	1.1	-0.2	8	-1	0	1	-6	-4
COc1cccc(-c2ccc(SCC(=O)c3ccccc3)nn2)c1	103	5	1.8	0.2	3	3	-2	-6	-3	4
CC/C(=N\NC(=O)CNC(=O)/C=C/c1ccco1)c1ccccc1	103	7	-0.8	-0.3	8	1	2	0	x	-4
CN(c1cnn(-c2ccccc2)c(=O)c1Cl)n1cccc1	102	2	-0.5	0.0	2	-2	-8	-8	-14	7
Cc1ccc(NCc2nnc(SCC(=O)NCc3ccco3)n2CC2CCCO2)c(C)c1 (stereo unspecified)	95	14	-1.6	0.4	5	1	0	-1	-3	-3
Cc1ccc(NC(=O)CN2c3cccc4cccc(c34)S2(=O)=O)cc1S(=O)(=O)N1CCOCC1	87	8	-2.2	0.6	0	2	-2	9	-15	2
COc1ccc(Cl)cc1NC(=O)CN(C)CC(=O)NCc1ccc(F)cc1	96	-3	-0.3	0.3	-9	1	1	15	-5	16
NC(Cc1ccccc1)c1csc(Nc2ccc(C(=O)NCCCO)cn2)n1 (stereo unspecified)	99	7	0.6	0.1	-3	2	-50	-1	-5	13
O=C(c1ccccc1NS(=O)(=O)c1ccc(Br)s1)N1CCCC1	99	12	0.4	0.0	7	-3	-1	2	-1	7
CN(C)C(=O)c1c2c(nc3ccccc13)CCCC2	101	1	-2.3	0.1	1	-2	0	-4	-1	8
CCOC(=O)c1c(-c2ccccc2)csc1NC(=O)CSc1nncs1	100	-18	1.9	-0.4	-3	-2	-4	-10	-6	8
COc1ccc(CN(C(=O)c2snc(C(N)=O)c2N)C(CC(C)C)C(=O)NC2CCCCC2)cc1 (stereo unspecified)	102	13	4.6	0.0	-3	1	-7	-2	-4	10
COC(=O)Cn1c(=O)n(CCc2ccccc2)c(=O)c2c3c(sc21)CCCC3	94	14	-0.4	0.0	-1	4	-4	12	-6	12
O=C(CNc1ccc(F)cc1)c1ccccc1	103	-1	0.0	-0.2	-1	-2	-4	-1	-4	4
Cc1ccc(Cn2nnnc2CN2CCC(O)(c3ccccc3F)CC2)cc1	99	3	-2.0	0.0	-5	0	-11	-6	-8	-9
COc1cc(/C=N/NC(=O)c2cc[n+]([O-])cc2)ccc1O	107	-8	-1.0	0.0	-4	3	1	u	-4	-15
CC(=O)N1CCC(=O)Nc2ccc([N+](=O)[O-])cc21	97	3	-3.2	-0.4	1	1	0	-10	-1	3
CN(C)CC(O)CN(c1ccccc1)c1ccccc1 (stereo unspecified)	98	-4	0.5	0.0	-10	1	1	1	-6	12
Cc1ccc(C(c2nnnn2CS(=O)(=O)c2ccc(C)cc2)N2CCC(C)CC2)cc1 (stereo unspecified)	93	-4	-0.9	0.4	1	-6	6	-1	-5	11
CC(=O)NC1CC2CCCC(C1)N2S(=O)(=O)c1cccc(F)c1 (stereo unspecified)	103	16	1.8	-0.1	7	1	4	-9	-6	7
O=C(Nc1ccc(-c2nc3ccccc3o2)cc1)c1cc(-n2cnnc2)ccc1Cl	98	2	-1.6	3.3	1	-3	-2	-4	-4	14
O=C(CCn1c(SCC(=O)c2ccccc2)nc2ccccc2c1=O)NCc1ccc(F)cc1	94	0	-1.1	-0.1	-6	1	-8	12	-8	-1
CCOC(=O)C(=O)Nc1ncc(Cl)s1	104	1	1.8	0.0	8	1	6	-2	-4	-3
O=[N+]([O-])c1cccc(/C=N/NS(=O)(=O)c2ccccc2)c1	103	1	-0.4	0.4	10	5	2	-5	-4	2
Cc1cc(C)cc(C(=O)NCC(=O)OCN2C(=O)c3ccccc3C2=O)c1	103	8	4.6	0.5	-15	3	5	2	-3	24
CC1CCCC(NC(=O)NC(=O)COC(=O)C2=NN(c3ccccc3)C(=O)CC2)C1C (stereo unspecified)	106	-2	3.0	-0.3	-2	0	-4	17	-6	2
CCCCN1C2CCCC1CC(NC(=O)C1CCCCC1)C2 (stereo unspecified)	92	0	-0.8	-0.2	-4	-1	-12	2	-3	2
FC(F)(F)c1ccccc1NC(=S)NN1CCOCC1	104	-2	-0.9	-0.2	3	2	-1	3	-6	11
N/C(=N\OC(=O)c1ccc(Cl)cc1[N+](=O)[O-])c1cccnc1	98	-1	1.4	0.2	-2	0	-3	-6	2	17
CN(Cc1ccccc1)C(=O)c1ccc(NC(=O)Cc2ccc(NC(=O)C3CCN(C(=O)C4CCCCC4)CC3)cc2)cc1	102	-21	-3.3	0.0	1	-1	14	-6	-5	5
CC(C)(C)c1ccc(C(=O)N2CCCC2)s1	100	-2	-1.1	0.0	7	1	10	3	-2	0
O=c1[nH]nc(-c2n[nH]c(=O)o2)o1	104	5	-1.7	-0.3	-3	0	9	-4	-6	8
CSCCC(NS(=O)(=O)c1ccc2c(c1)oc(=O)n2C)C(=O)NCc1ccc(C)cc1 (stereo unspecified)	97	-5	-1.2	-0.1	5	1	-9	-3	-2	1
Cc1ccc(N/N=C(\C#N)C(=N)N2CCCCC2)cc1	94	-15	-1.8	-0.1	-2	-14	-1	7	-4	-11
COc1ccc(N(CC(=O)NCc2ccccc2OC)S(=O)(=O)c2ccc(C)cc2)cc1Cl	106	-2	-3.5	0.1	1	-5	-9	-5	x	7
Cc1cc(C)cc(OCC(=O)Nc2ccc3c(c2)OCO3)c1	100	0	-2.3	0.2	1	0	11	-9	15	1
NS(=O)(=O)c1ccc(NC(=O)COC(=O)c2cnc(Cl)c(Cl)c2)cc1	101	0	-2.7	0.1	5	-2	8	3	-16	11
O=C(CCc1ccccc1)Nc1ccc2c(c1)C(=O)OC2	100	4	-1.2	0.3	-1	2	6	0	x	21
CCSc1nc2c(c(=O)n1Cc1ccccc1)SC(C)C2 (stereo unspecified)	93	-16	-1.6	0.3	-3	-8	-8	x	x	2
Cc1ccc2c(CSc3nc4ccccc4c(=O)n3CCCO)cc(=O)oc2c1	96	25	-2.0	-0.1	-7	-2	-10	-1	-6	-12
Cc1ccc(S(=O)(=O)N2CC(C)N(C(=O)N3CCOCC3)C2C)cc1 (stereo unspecified)	88	8	-1.9	0.0	5	0	-2	-5	-7	6
O=C(COC(=O)Cc1c(Cl)cccc1Cl)Nc1ccc(OC(F)(F)F)cc1	103	-9	3.3	-0.3	0	0	5	1	-2	15
COc1ccc(OC(=O)CCc2c[nH]c3ccccc23)cc1	105	0	-0.8	-0.1	4	-2	23	x	-5	0
Cn1c(CSc2ncccn2)nnc1SCC(=O)N1CCCC1	96	0	0.4	0.0	8	1	1	32	-2	6
CCn1c(SC)nnc1C1CCCN(CC(=O)Nc2ccccc2N2CCOCC2)C1 (stereo unspecified)	91	4	-0.8	0.0	7	2	4	11	-4	4
CCC(c1nnnn1C1CCCC1)N1CCN(C/C=C/c2ccccc2)CC1 (stereo unspecified)	96	-4	x	-0.1	3	3	x	-4	-6	x
CC(C)CCNC(=O)C1CCN(S(=O)(=O)c2ccc3c(c2)CC(C)N3C(=O)C2CCC2)CC1 (stereo unspecified)	98	4	-0.7	0.2	6	-5	9	5	-15	3
Cc1ccc(C)c(N2CCN(S(=O)(=O)c3c(C)[nH]c(C)c3C(=O)N3CCCCC3)CC2)c1	99	0	-1.4	0.0	4	0	0	-3	-5	15
COc1ccc(N2CC(NC(=O)c3ccc4ccccc4c3)CC2=O)cc1OC (stereo unspecified)	96	-6	-2.2	-0.2	-1	-1	-12	-11	-6	6
COc1ccccc1Cn1nnc2c(=O)[nH]c(C3CCN(C(=O)c4ccc(C)cc4)CC3)nc21	112	14	-1.6	-0.1	-3	5	9	-5	x	3
O=C1C2CCCN2C(=O)N1CCCN1CCN(c2ccc([N+](=O)[O-])cc2)CC1 (stereo unspecified)	153	2	0.3	0.0	-9	-1	7	-4	-1	7
C/C(=N\NC(=O)c1cccc(S(=O)(=O)N2CCOCC2)c1)c1ccc(OC(F)F)cc1	95	-3	-3.5	0.1	-3	0	-12	-3	-7	1
CCOc1ccc(/C(O)=C2/C(=O)C(=O)N(c3ccccn3)C2c2ccc(F)cc2)c(C)c1 (stereo unspecified)	100	0	-0.3	-0.1	1	1	-5	0	-19	28
CCOC(=O)C1(CC2CCCCO2)CCN(S(=O)(=O)c2cccc(F)c2)CC1 (stereo unspecified)	95	-6	2.1	0.1	1	-1	6	-5	-8	2
CC1CCCCN1S(=O)(=O)c1cccc2cccnc12 (stereo unspecified)	94	3	-0.8	-0.1	-3	1	7	-12	11	3
CCCCOC(=O)Nc1nc2ccc(OC)cc2s1	97	-2	-1.4	0.1	13	2	3	u	-5	1
Cc1occc1-c1nc(-c2ccncc2)no1	102	-4	-1.6	-0.1	2	1	-2	2	-8	16
COc1cc(OC)cc(C(=O)Nc2cccc(N3CCCC3)c2)c1	102	4	-0.9	3.7*	-4	-2	0	10	-8	1

# (more compounds)
smiles	ABCB6 inh MLPCN	H9c2 protect	MC4R barr agon	aDG glyco up	m5-HT2A agonist	N-glyco inh	PDI inh	Vif imaging	CaV13 FRET inh	MC4R antag cAMP
O=C(c1ccc2c(c1)OCO2)N(c1ccc(F)cc1)C1C=CS(=O)(=O)C1 (stereo unspecified)	99	5	0.1	-0.2	0	5	-3	-2	x	19
O=C(NC1CCCCC1)C(c1ccccn1)N(C(=O)c1csnn1)c1ccccc1 (stereo unspecified)	98	0	0.1	0.1	4	2	4	13	-2	10
Cc1ccc(-c2csc(N(Cc3ccco3)C(=O)c3cccs3)n2)cc1	95	-20	-2.0	0.5	3	0	-3	-6	-7	1
CC(C)CCn1c(=O)c2ccccc2n2c(CN(C)Cc3ccccc3)nnc12	94	45	2.6	0.7	-3	-1	0	-8	-3	4
CC(=O)c1ccc(NC(=O)Nc2ccc(Cl)cc2)cc1	98	-16	1.0	1.6	-7	7	8	24	-11	7
